GPR7 antag: human neuropeptides B/W receptor 1 antagonism; 290,000 tested, 1.1% active; GPR7-expressing cells, fluorescence antagonist assay; P48145; inhibition, % at 4.4 µM; in the data active means inhibition above about 16%, passing the limit was not always enough;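 further: cells stimulated with the agonist NPW; 0% = agonist with vehicle and 100% = vehicle without agonist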
Target sequence (P48145 whole entry, looked up): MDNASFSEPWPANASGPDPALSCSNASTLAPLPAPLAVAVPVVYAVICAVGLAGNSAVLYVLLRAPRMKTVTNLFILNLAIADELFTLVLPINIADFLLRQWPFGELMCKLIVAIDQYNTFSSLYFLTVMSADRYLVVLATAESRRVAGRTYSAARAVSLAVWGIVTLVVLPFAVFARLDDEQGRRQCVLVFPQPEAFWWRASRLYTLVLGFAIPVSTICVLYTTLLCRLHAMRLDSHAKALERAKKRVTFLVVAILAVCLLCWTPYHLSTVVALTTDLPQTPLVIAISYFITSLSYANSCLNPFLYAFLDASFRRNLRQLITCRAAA
MEKK2mut PB1 HTS: signal of MEK5 binding to mutant human MEKK2 PB1 domain. AID 1530. percent response, % at 10 µM. bead flow cytometry, Alexa488-MEK5 binding to MEKK2 mutant. 290,000 tested, 0.35% active; in the data active means percent response above about 24%, passing the limit was not always enough; further: inactives centre near 1; some results filed as inactive read as strong as hits
OXTR agonist: human OXTR agonism; 320,000 tested, 0.32% active; activation, % at 3 µM; AID 2435; CHO-OTR cells, Fluo-8 calcium fluorescence; normalized: DMSO 0%, oxytocin 100%;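 active means activation above the mean of all tested compounds plus 3 SD, cutoff set per screening run, cut at about 20% in these data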;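 further: peak over basal fluorescence ratio from a 100 s FLIPR kinetic read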
GalR3 antagonist: blocks the human galanin receptor 3; O60755; HEK293 GalR3-CNG cAMP membrane potential fluorescence; galR3 body fused to GalR1 C-terminus; inhibition, % at 3 µM; 360,000 tested, 0.44% active; AID 651719;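 active means inhibition above the screen-wide average plus 3 SD, cut at about 13% in these data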;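 further: forskolin and galanin both at EC90 stimulate the cells; cAMP rise reported by CNG channel membrane potential dye signal; 0% = forskolin plus galanin with DMSO and 100% = forskolin alone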
Target sequence (O60755 1-299 limits assumed): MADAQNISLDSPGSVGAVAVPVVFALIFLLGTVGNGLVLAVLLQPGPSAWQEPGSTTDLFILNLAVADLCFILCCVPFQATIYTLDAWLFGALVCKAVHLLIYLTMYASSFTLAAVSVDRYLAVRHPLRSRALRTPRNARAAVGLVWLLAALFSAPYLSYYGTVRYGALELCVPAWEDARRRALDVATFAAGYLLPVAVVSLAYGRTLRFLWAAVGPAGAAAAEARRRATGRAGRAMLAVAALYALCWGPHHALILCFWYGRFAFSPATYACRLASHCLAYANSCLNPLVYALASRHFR
MEKK2 WT-MEK5: raises or lowers MEK5 binding to wildtype human MEKK2 PB1 domain; bead flow cytometry, Alexa488-MEK5 binding to MEKK2 WT; actives lie on both sides; binding response (% of control), % at 10 µM; 290,000 tested, 1.1% active; AID 1531; in the data active means binding response below about 67% or above about 130%
OXTR potentiate: potentiators of human oxytocin receptor; AID 2445; activation, % at 3 µM; CHO-OTR cells, Fluo-8 calcium fluorescence, potentiator mode; 0% = oxytocin EC15, 100% = EC100; P30559; 320,000 tested, 0.061% active;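 active means activation above that plate's cutoff, the mean activation of tested compounds plus 3 SD, cut at about 6.6% in these data, passing the limit was not always enough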;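 further: 100% uses oxytocin at 75 nM as the full agonist control; some results filed as inactive read as strong as hits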
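Measured by – Fluo-8 calcium dye fluorescence · Test system – human OTR in CHO cells · Dosing – one concentration, 3.0 µM compound · Controls – EC15 oxytocin alone as 0%, 75 nM oxytocin as 100% · Evaluation – normalized max/min fluorescence ratio, % activation · Timing – 6 min pre-incubation, 100 s read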
NALP1 yeast inh: NALP1 inhibition; S. cerevisiae NALP1/ASC/caspase-1 growth, X-gal OD620, 72 h; inhibition, % at 10 µM; 280,000 tested, 0.61% active; in the data active means inhibition mostly above about 24%, no sharp cut-off; inactive means mostly below about 32%; further: some compounds called inactive have numbers as strong as hits
M18AAP inhibitor: PfM18AAP enzyme inhibition; recombinant PfM18AAP, H-Glu-NHMec fluorogenic cleavage; inhibition, % at 7.35 µM; 290,000 tested, 1.2% active; AID 1822;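 active means inhibition above the campaign mean inhibition over all tested compounds plus 3 SD, cut at about 28% in these data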;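 further: 0% = plate median of test compound wells and 100% = 2 mM ZnCl2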
V1aR counter: V1a receptor agonism, counter-screen for OXTR agonists | activation, % at 3 µM | P37288 | 320,000 tested, 0.25% active | CHO-V1R cells, Fluo-8 calcium fluorescence, agonist mode; 0% DMSO, 100% 3 nM vasopressin;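 active means activation above the mean activation of all tested compounds plus 3 SD, per screening run, cut at about 20% in these data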;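 further: signal is peak over basal fluorescence ratio across a 100 second FLIPR read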
Target sequence (P37288 whole entry, looked up): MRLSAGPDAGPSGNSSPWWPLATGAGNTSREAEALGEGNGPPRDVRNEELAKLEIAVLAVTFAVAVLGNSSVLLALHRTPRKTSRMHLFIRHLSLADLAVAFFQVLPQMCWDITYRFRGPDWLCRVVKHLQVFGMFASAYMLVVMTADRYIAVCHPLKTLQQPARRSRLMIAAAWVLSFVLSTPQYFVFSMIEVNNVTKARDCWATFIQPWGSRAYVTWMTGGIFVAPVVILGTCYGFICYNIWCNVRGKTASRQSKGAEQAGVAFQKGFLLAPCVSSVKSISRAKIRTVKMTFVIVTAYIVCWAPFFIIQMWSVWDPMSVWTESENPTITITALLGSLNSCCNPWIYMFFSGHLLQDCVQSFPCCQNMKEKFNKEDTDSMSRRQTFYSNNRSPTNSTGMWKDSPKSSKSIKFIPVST
Numbers without * were called inactive; . = not tested or not shown. No enrichment for hits; any-hit rate near 4.1%.

SMILES	GPR7 antag	MEKK2mut PB1 HTS	OXTR agonist	GalR3 antagonist	MEKK2 WT-MEK5	OXTR potentiate	NALP1 yeast inh	M18AAP inhibitor	V1aR counter
c1ccn(-c2ncnc3sc4c(c23)CCCC4)c1	-10	-2	-2.0	4	93	-8	25	0	-1.4
COc1cc2c(cc1OC)C(=O)N1[C@H]3c4cc(C)ccc4OC[C@@H]3[C@H](c3ccccc3)[C@]1(C)C(=O)N2	.	.	2.4	1	.	2	.	.	1.0
Cc1cnc(C(=O)OC(C)C(=O)NC2CCCc3ccccc32)cn1 (configuration not stated)	.	.	0.1	-4	.	-4	.	.	0.4
CC1CCN(C(=O)CSc2nnc(N)s2)CC1	-8	1	.	-3	96	.	-3	-2	.
C=CCC[C@H](Cc1ccc(F)cc1)C(=O)OC[C@@H](Cc1c[nH]c2ccccc12)NC(=O)[C@@H](CC=C)CC(=O)N[C@H](CO)Cc1ccccc1	.	.	1.7	-7	.	-7	.	.	0.2
COc1cccc(/C=N/NC(N)=S)c1OS(=O)(=O)c1ccccc1	-4	-3	-0.3	-2	99	-6	18	7	1.8
Cc1ccc(CNC(=O)c2nnn(CC(=O)Nc3cc(C)cc(C)c3)c2N)cc1	-3	1	0.5	-8	105	-10	17	0	0.1
CC1CCCN(S(=O)(=O)c2ccc(NC(=O)c3cccc(-n4cnnn4)c3)cc2)C1 (configuration not stated)	-6	-3	4.2	-2	98	-19	4	5	6.6
COCCCNC(=O)c1ccc2c(=O)n(CC3CCCO3)c(=S)[nH]c2c1 (configuration not stated)	2	-5	-0.1	-7	95	6	30	4	-0.5
Cc1ccc(-n2c(SCC(=O)NC3CCS(=O)(=O)C3)nc3ccccc3c2=O)cc1 (configuration not stated)	-16	-8	-0.5	-5	94	-9	-22	2	0.7
Cc1cc(NC(=O)c2cc(-c3ccc(C)c(C)c3)nc3ccccc23)no1	-9	0	-0.8	-11	95	-13	31	4	0.2
COc1cc(NC(=O)CCC(=O)c2cccs2)cc(OC)c1	3	-7	-0.8	-2	97	-4	14	7	-0.2
CS(=O)(=O)c1ccc2nc(NC(=O)c3ccc(=O)[nH]c3)sc2c1	-12	-9	-0.1	0	96	-5	.	11	-0.4
CC(=O)C1=C(C)NC(=S)NC1c1cccc([N+](=O)[O-])c1 (configuration not stated)	0	-3	-0.7	-7	82	0	-10	-1	-0.6
COc1ccc(C(=O)NC(C(=O)OCC(=O)Nc2sccc2C(N)=O)C(C)C)cc1 (configuration not stated)	.	.	6.8	-4	.	-10	.	.	6.0
CC(=O)Nc1ccc(S(=O)(=O)N2CCCC2)cc1	-7	7	0.5	-11	107	-14	-14	2	0.6
COc1ccc(CNCCC2(C(C)C)CCOC(C)(C)C2)cc1 (configuration not stated)	1	10	0.2	-1	113	-8	.	11	-0.3
CCCNc1nc2c(c(=O)n(C)c(=O)n2C)n1CCCc1ccccc1	-5	5	-0.8	-9	109	-2	-8	-5	-0.8
COc1cccc(CN2CCSCC2)c1	4	3	0.9	-12	102	0	0	-3	-1.0
CS(=O)(=O)N(Cc1nc2sc3c(c2c(=O)[nH]1)CCCC3)C1CCCCC1	1	4	0.9	.	99	-9	.	-1	0.1
C/C=C(/C)C(=O)Nc1cccc(C2=NOC3(C2)C[C@@H](C(N)=O)N(C(=O)CC)C3)c1 (some centres not stated)	.	-5	-0.2	-3	99	3	.	.	-0.1
CC1(CCc2ccccc2)NC(=O)N(CC(=O)Nc2ccc(S(N)(=O)=O)cc2)C1=O (configuration not stated)	-3	1	0.8	3	104	-1	13	0	0.4
Cc1onc(-c2ccccc2)c1C(=O)N1CCCC(C(F)(F)F)C1 (configuration not stated)	-13	4	0.0	-1	107	2	1	0	1.2
Cc1ccc2c3c(cccc13)-c1ccccc1C2=O	-4	-5	-0.3	-2	59	0	38	1	-0.4
COc1ccc(C(=O)NCCNC(C)=O)cc1S(=O)(=O)NCc1ccc(Cl)cc1	-6	-11	0.7	-3	74	4	28*	7	-1.6

Of the compounds above, four have a thiophene ring, fused or not.
SMILES	GPR7 antag	MEKK2mut PB1 HTS	OXTR agonist	GalR3 antagonist	MEKK2 WT-MEK5	OXTR potentiate	NALP1 yeast inh	M18AAP inhibitor	V1aR counter
c1ccn(-c2ncnc3sc4c(c23)CCCC4)c1	-10	-2	-2.0	4	93	-8	25	0	-1.4
COc1cc(NC(=O)CCC(=O)c2cccs2)cc(OC)c1	3	-7	-0.8	-2	97	-4	14	7	-0.2
COc1ccc(C(=O)NC(C(=O)OCC(=O)Nc2sccc2C(N)=O)C(C)C)cc1 (configuration not stated)	.	.	6.8	-4	.	-10	.	.	6.0
CS(=O)(=O)N(Cc1nc2sc3c(c2c(=O)[nH]1)CCCC3)C1CCCCC1	1	4	0.9	.	99	-9	.	-1	0.1

The listing continues:
SMILES	GPR7 antag	MEKK2mut PB1 HTS	OXTR agonist	GalR3 antagonist	MEKK2 WT-MEK5	OXTR potentiate	NALP1 yeast inh	M18AAP inhibitor	V1aR counter
Cc1c(C)c2c(OCC(=O)O)cc3c(c2oc1=O)CCC(C)(C)O3	-22	11	0.3	-10	109	-11	10	4	0.3
O=C(c1nn(Cc2ccccc2)c(=O)c2ccccc12)N1CCN(C/C=C/c2ccccc2)CC1	-4	2	-1.4	-3	105	-29	7	-13	-0.3
O=C(Nc1sc2c(c1C(=O)NCc1ccco1)CCCC2)c1ccc2c(c1)OCO2	-5	-2	-1.7	1	89	-6	21	3	-1.0
COc1ccc(C=Nc2cccnc2N)cc1	-5	0	0.6	.	101	-12	21	31*	17
O=C1C(Oc2ccccc2)C(c2ccc3c(c2)OCO3)N1CCc1ccc(F)cc1 (configuration not stated)	-5	0	-0.4	-2	95	-5	25	-4	0.2
CC(=O)Nc1ccc(C(=O)COC(=O)CN2C(=O)NC3(CCCCC3C)C2=O)cc1 (configuration not stated)	.	.	0.4	-3	.	-6	.	.	1.2
CCCn1ncc(CN2CCC(Oc3ccc(C(=O)N4CCCC4)cc3)CC2)c1C	-12	0	1.2	-7	106	-5	23	-1	1.2
CC(C)(C)CC(C)(C)NCC(O)COc1ccc2c(c1)CCC2 (configuration not stated)	4	5	21*	-6	115	-11	.	-1	15
COc1cc(C)nc(NC(=O)NC(=O)c2ccc(C(F)(F)F)cc2)n1	-1	-4	-0.8	-8	101	-11	13	-15	0.1
COCCNC(=S)N1CCC(c2nc(-c3ccc(N(C)C)cc3)no2)CC1	-11	2	7.4	-9	104	-18	2	-4	7.1
CCc1cccc(Nc2cnn(C34C[C@@H]5C[C@@H](CC(CC(=O)O)(C5)C3)C4)c(=O)c2Cl)c1	-13	-5	0.7	-8	100	-2	-4	0	-0.3
COc1ccc(NC(=O)C2CCCN2S(=O)(=O)c2cccc3cccnc23)cc1OC (configuration not stated)	-12	3	0.3	7	101	0	11	1	0.2
COc1cc(NC(=O)CN(C)S(=O)(=O)c2ccc3c(c2)CC(C)N3C(C)=O)cc(OC)c1OC (configuration not stated)	-4	0	2.9	-7	103	-5	6	5	2.1
Cc1ccc(-c2nnn(CC(=O)Nc3ccccc3-c3ccccc3)n2)c(-n2cnnn2)c1	11	5	.	0	99	.	-13	-4	.
Cc1cccc(NC(=O)CSc2nnc(-c3ccccc3)n2N)c1	-13	-1	-1.2	-4	99	-3	29	-3	-1.5
CCSc1nnc(NC(=O)CCNC(=O)c2ccccc2Cl)s1	.	.	1.1	0	.	-1	.	.	0.4
CCN(CC)S(=O)(=O)c1ccc(NC(=O)c2cc(-c3ccccc3)nc3ccccc23)cc1	-1	9	0.1	-4	106	-10	18	-3	0.1
O=C(CCNC(=O)c1ccc(Br)cc1)NNC(=O)c1ccccc1	.	.	1.0	-7	.	5	.	.	0.8
CNC(=O)N(O)C1N(C)C(=O)N(CC(=O)OC)C1(C)C (configuration not stated)	-3	0	1.4	-3	99	2	18	37*	-0.5
COc1ccc(N=C2NC(=O)CS2)c([N+](=O)[O-])c1	0	-2	-1.6	8	103	-5	1	-10	-0.3
CNC(=O)CSc1nnc(-c2ccco2)n1-c1cccc(C)c1	-4	18	-0.5	-7	109	0	-2	-8	0.5
CCn1c(NCc2ccccn2)nc2ccccc21	-6	3	0.3	-3	101	-14	-4	12	-0.3
COc1cc2c(=O)n(Cc3ccco3)c(=O)n(CC(=O)c3ccc(Br)cc3)c2cc1OC	12	1	-0.5	-1	101	-9	11	-6	-0.3
COc1ccc(C(=O)N(CCc2ccccc2)Cc2ccccc2)c(OC)n1	0	0	-2.0	-9	102	-2	22	-2	-2.3
O=C(N/N=C/c1ccc(OC(=O)c2ccc3c(c2)OCO3)cc1)c1cncc(Br)c1	-1	-3	1.2	-8	81	0	14	-8	0.4

The list continues.
SMILES	GPR7 antag	MEKK2mut PB1 HTS	OXTR agonist	GalR3 antagonist	MEKK2 WT-MEK5	OXTR potentiate	NALP1 yeast inh	M18AAP inhibitor	V1aR counter
CCC(=O)N(Cc1ccccc1)c1ccccn1	1	0	-0.4	-3	104	0	15	7	-0.1
COc1ccc(NC(=O)c2cc(S(=O)(=O)N3CCOCC3)ccc2N2CCOCC2)cc1	-12	5	-1.6	-2	109	8	5	-3	0.7
N#CCCn1c(SCC(=O)NCC2CCCO2)nc2ccccc21 (configuration not stated)	2	2	4.2	-1	104	-16	7	-14	1.6
O=C(Nc1nc(-c2ccccn2)cs1)c1ccc2c(c1)OCCO2	-11	3	0.9	-1	99	-6	-7	4	2.6
O=C1CC(N(O)c2ccccc2)C(=O)N1c1cc(Cl)cc(Cl)c1 (configuration not stated)	6	-1	-0.1	-6	97	-17	5	27	-0.5
O=C(CN1CCN(Cc2ccccc2)CC1)N1N=CCC1c1ccccc1 (configuration not stated)	0	-2	0.9	-5	100	2	21	-18	0.3
CC1CCc2c(sc3ncnc(NCCCOC(C)C)c23)C1 (configuration not stated)	7	0	-1.9	-3	102	-8	-12	2	-0.9
COC(=O)CN1C(=O)C(C)(C)Oc2ccc(C(=O)NC3CC3)cc21	-1	-1	-0.3	-5	97	-4	-3	-12	-0.2

Some of the entries above in another layout:
| compound | GPR7 antag | MEKK2mut PB1 HTS | OXTR agonist | GalR3 antagonist | MEKK2 WT-MEK5 | OXTR potentiate | NALP1 yeast inh | M18AAP inhibitor | V1aR counter |
| --- | --- | --- | --- | --- | --- | --- | --- | --- | --- |
| CCC(=O)N(Cc1ccccc1)c1ccccn1 | 1 | 0 | -0.4 | -3 | 104 | 0 | 15 | 7 | -0.1 |
| COc1ccc(NC(=O)c2cc(S(=O)(=O)N3CCOCC3)ccc2N2CCOCC2)cc1 | -12 | 5 | -1.6 | -2 | 109 | 8 | 5 | -3 | 0.7 |
| N#CCCn1c(SCC(=O)NCC2CCCO2)nc2ccccc21 (configuration not stated) | 2 | 2 | 4.2 | -1 | 104 | -16 | 7 | -14 | 1.6 |
| O=C(Nc1nc(-c2ccccn2)cs1)c1ccc2c(c1)OCCO2 | -11 | 3 | 0.9 | -1 | 99 | -6 | -7 | 4 | 2.6 |
| O=C1CC(N(O)c2ccccc2)C(=O)N1c1cc(Cl)cc(Cl)c1 (configuration not stated) | 6 | -1 | -0.1 | -6 | 97 | -17 | 5 | 27 | -0.5 |
